# M. tuberculosis HTS – M. tuberculosis growth inhibition, HTS (AID 449762). M. tuberculosis H37Rv growth inhibition, 7H9 media; higher % means a stronger effect. one-dose inhibition, % at 25 µM; IC50 in µM for titrated hits. 0.59% of 330,000 active; in the data active = a potency from the dose series; inconclusive = inhibition above about 70% without an active follow-up result;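 note: bacterial growth assessed after seven days of incubation; strong numbers were not always called active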
# Salmonella PhoP GFP – PhoP regulon inhibitors, Salmonella typhi PhoP promoter GFP reporter, confirmatory (AID 1850); Salmonella Typhi PhoP-promoter GFP reporter, fluorescence, 4 h; higher % means a stronger effect; one-dose inhibition, % at 50 µM; IC50 in µM for titrated hits; 0.33% of 310,000 active; in the data active = a potency from the dose series; inconclusive = inhibition mostly from about 25% at the one dose, without a potency; inactive = the rest, 99 in 100 with inhibition below about 19%;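 note: 0% = induced wells with vehicle and 100% = uninduced wells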
# H1N1 NS1A inhibition – H1N1 influenza NS1A inhibitors, functional cell based assay (AID 504329). NS1A functional cell-based assay, percent inhibition; higher % means a stronger effect. one-dose inhibition, % at 12.5 µM; IC50 in µM for titrated hits. 0.3% of 340,000 active; in the data active = a potency from the dose series; inconclusive = inhibition above about 27% without an active follow-up result; note: strong numbers were not always called active
# M. tuberculosis – growth inhibition of non-replicating M. tuberculosis (AID 488890); 0.39% of 320,000 active; one-dose inhibition, % at 25 µM; IC50 in µM for titrated hits; Mycobacterium tuberculosis non-replicating, growth inhibition; higher % means a stronger effect; in the data active = a potency from the dose series; inconclusive = inhibition mostly from about 82% at the one dose, without a potency; inactive = the rest, 99 in 100 with inhibition below about 76%;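 note: plate controls were DMSO cells for no effect and high antibiotic wells for full effect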
# VEEV TC-83 Vero – inhibitors of VEEV TC-83 cytopathic effect, confirmation, Vero cells (AID 588727); 0.13% of 350,000 active; Vero cells, VEEV TC-83 cytopathic effect inhibition; higher % means a stronger effect; one-dose inhibition, % at 20 µM; IC50 in µM for titrated hits; in the data active = a potency from the dose series; inconclusive = inhibition mostly from about 14% at the one dose, without a potency; inactive = the rest, 99 in 100 with inhibition below about 12%; note: strong numbers were not always called active
# VEEV TC-83 Vero 10K pilot screen – second read-out of VEEV TC-83 Vero, no call of its own (marks repeat the call); inhibition, %; measured here: 10K pilot screen inhibition
# The depositor's hits bear a star; i = inactive; ? = inconclusive; · = not tested or not shown.
SMILES,M. tuberculosis HTS,Salmonella PhoP GFP,H1N1 NS1A inhibition,M. tuberculosis,VEEV TC-83 Vero,others
CCNC(=S)Nc1scc(-c2ccccc2)c1C(=O)OCC,8%,-5%,-4%,33%,1.3%,
COc1ccccc1NC(=O)C(CC(C)C)NC(=O)C1CCCCC1 (configuration not stated),10%,5%,9%,9%,0.3%,VEEV TC-83 Vero 10K pilot screen=0.8
CC(=O)Nc1ccc(S(=O)(=O)Nc2cc(C)c(-n3nc4ccccc4n3)cc2O)cc1,8%,11%,-18%,3%,0.1%,
Cc1nnc(SCC(=O)Nc2sccc2C(N)=O)n1Cc1ccccc1,-3%,13%,-1%,-4%,2.4%,
S=C(Nc1cccc(Cl)c1Cl)N1CCCC1,-10%,-10%,3%,-5%,1.5%,
N#Cc1cnn(-c2ncnc3sc4c(c23)CCCC4)c1N,9%,-8%,2%,5%,3.2%,
COc1cc(C2NC(=S)NC(c3ccccc3)=C2C(C)=O)cc(Cl)c1OCC(=O)O (configuration not stated),-10%,0%,9%,-9%,1.1%,
CC(Oc1ccccc1Cl)c1nnc(N)s1 (configuration not stated),-7%,6%,-4%,-10%,0.6%,
Cc1ccc(S(=O)(=O)NCCN(CCNS(=O)(=O)c2ccc(C)cc2)S(C)(=O)=O)cc1,-9%,-4%,-12%,7%,0.5%,VEEV TC-83 Vero 10K pilot screen=0.4
CCCCCCOc1ccc(N2C(=O)CC(N3CCN(C(=O)c4ccco4)CC3)C2=O)cc1 (configuration not stated),-4%,-1%,19%,95%,3.6%,
COC(=O)N/N=C(\C)c1ccc(C)c([N+](=O)[O-])c1,-2%,-2%,3%,12%,2.1%,
COc1ccccc1NC(=O)CN(Cc1ccco1)C(=O)c1cncc(Br)c1,3%,-9%,14%,12%,2.6%,
COc1cc(/C=N\n2cnnc2)ccc1OCC(=O)Nc1ccc(C)cc1,-15%,13%,2%,5%,2.1%,
Cc1nnc(NC(=O)CCC(=O)N2CCN(S(=O)(=O)c3cc([N+](=O)[O-])ccc3C)CC2)s1,-2%,·,-7%,9%,i,
COc1cccc(NC(=O)CCN2C(=O)C3CC=CCC3C2=O)c1 (configuration not stated),-12%,-7%,10%,-6%,2.2%,
Cc1cc(=O)n(C)c(=O)n1CCCNc1ccccc1,-3%,1%,-6%,-10%,1.4%,
COc1ccccc1NC(=O)C1=C(C)NC(SCC(=O)c2ccccc2)=C(C#N)C1c1ccco1 (configuration not stated),·,·,-6%,·,7.6%,
COC1=C(Nc2ccc(C)cc2)C(=O)c2ccccc2C1=O,2%,1%,10µM*,58%,0.3%,
CCN(CC)S(=O)(=O)c1ccc(N2C(=O)Nc3ccccc3N2O)cc1,4%,-7%,1%,-10%,0.3%,
CCN(CC)S(=O)(=O)c1cc(NC(=O)Cn2ncc(Cl)c(Cl)c2=O)ccc1C,-3%,2%,14%,35%,i,
Fc1cccc(CSc2nc3ncc(Cl)cc3[nH]2)c1,1%,7%,·,75%,2.0%,
O=C(OCc1cccc([N+](=O)[O-])c1)c1cccnc1,-10%,-8%,5%,?,1.0%,
Cc1cccc2sc(NC(=O)C3CCN(C(=O)c4ccco4)CC3)nc12,7%,14%,7%,41%,1.5%,
COc1ccc(C(=O)n2cnc3ccccc32)cc1,-2%,-6%,21%,-11%,0.6%,
O=C(C[n+]1cccc(CNC(=O)c2ccc(OC(F)F)cc2)c1)Nc1cccc(C(F)(F)F)c1,7%,2%,6%,76%,1.0%,
Cc1nc(N)nc(Cl)c1CCC1OCCO1,·,·,-1%,·,4.1%,
CCN(CC)S(=O)(=O)c1ccc(C(=O)NCCc2cc3c(OC)ccc(OC)c3[nH]c2=O)cc1,-2%,4%,2%,17%,5.0%,
COc1ccc2c(c1)N(C(=O)CN1C(=O)C3CCCCC3C1=O)C(C)(C)C=C2C (configuration not stated),-2%,6%,1%,-7%,0.9%,
Nn1c(Cc2ccccc2)n[nH]c1=S,3%,11%,-9%,0%,0.5%,
CC1CCN(S(=O)(=O)c2ccc(NC(=O)c3cccs3)cc2)CC1,2%,-8%,10%,10%,0.2%,
COC(=O)[C@H](CC(C)C)NC(=O)Nc1cccc(Br)c1,3%,-10%,11%,-12%,0.3%,
CC(=O)c1ccc(C(=O)N2CCCC(Nc3ccc(C(C)C)cc3)C2)s1 (configuration not stated),5%,0%,3%,46%,1.0%,
CCCn1cc(CN2CCC(Cc3cccc(F)c3)(C(=O)OCC)CC2)c(C)n1,1%,1%,11%,15%,i,
O=C(NCCC1=CCCCC1)C1CCCN(S(=O)(=O)c2ccccc2)C1 (configuration not stated),-2%,-12%,2%,8%,0.1%,
Nc1nnc(CC(c2ccccc2)c2ccccc2)s1,-3%,-1%,-2%,7%,1.4%,
O=C(c1ccc(F)cc1F)N1CCCc2ccccc21,3%,7%,-8%,0%,i,
O=C(O)COc1ccccc1/C=N/NC(=O)CSc1nnc(SCc2cccc3ccccc23)s1,-9%,1%,-2%,58%,i,
Cc1ccc(Cn2nnc(C(=O)Nc3cccc(C)c3C)c2N)cc1,2%,1%,11%,14%,i,
O=C(CSc1nnc2scc(-c3ccccc3)n12)NCc1ccco1,-4%,-6%,15%,-20%,0.4%,
Nn1c(SCC(=O)NC2CCCC2)nnc1-c1ccccc1F,-9%,4%,2%,-15%,0.4%,
CC1CCCCC1NC(=O)CN1C(=O)c2ccccc2S1(=O)=O (configuration not stated),-3%,-4%,-8%,-6%,2.2%,
CC(C)NC(=O)Cn1cc(C(=O)C2CC2)c2ccccc21,-4%,-6%,0%,-7%,i,
O=C(Nc1ccc(Cn2cccn2)cc1)c1ccc(COc2ccccc2Br)cc1,-1%,5%,-8%,21%,2.8%,
CCCc1cc(=O)oc2cc(OCC(=O)NC(Cc3c[nH]c4ccc(O)cc34)C(=O)O)c(Cl)cc12 (configuration not stated),-11%,5%,-7%,-15%,0.8%,
CC(=O)c1sc(C(C)(C)C)cc1NC(=O)/C=C/C(=O)O,-6%,-3%,-2%,5%,i,
COc1cc(/C=N/NC(=O)c2ccncc2)cc(OC)c1OC,?,7%,-2%,36%,0.4%,
C(=N\Nc1nc2ccccc2[nH]1)/c1c[nH]c2ccccc12,?,?,22%,38%,6.7%,
O=C1NC(=O)N(C2CCCCC2)C(=O)C1C1c2ccccc2C(=O)N1Cc1ccccc1 (configuration not stated),-3%,9%,-2%,7%,0.3%,
CCOC(=O)c1c(CCl)nc2ccccc2c1-c1ccccc1,?,11%,-3%,?,i,
COc1ccc(-c2nnc(SC(C)C(=O)NCc3ccc4c(c3)OCO4)n2Cc2ccco2)cc1 (configuration not stated),-3%,-2%,-15%,18%,8.4%,
CCCCOC(=O)C1=C(C)Nc2nnnn2C1c1ccc(OC)c(OC)c1OC (configuration not stated),-26%,-3%,9%,7%,i,
O=C(Nc1ccc(Cl)cc1)N1CCSC1=NCc1ccccc1,-14%,3%,9%,-3%,i,
CCCn1c(=N)n(CC(O)c2ccc(C)cc2)c2ccccc21 (configuration not stated),-4%,9%,-19%,14%,0.5%,
COc1ccc(NC(=O)Nc2ccc3c(c2)C(=O)N([C@H](C)CO)C[C@H](C)[C@@H](CN(C)S(=O)(=O)c2ccc(F)cc2)O3)cc1,7%,·,17%,42%,1.1%,
Nc1ccc(C(=O)N2CCCC2)cc1,-3%,-3%,7%,-7%,1.8%,
Cc1ccc(Nc2ncc3c(=O)[nH][nH]c(=O)c3n2)cc1,·,·,-7%,·,i,
O=C(Nc1ccc2sccc2c1)c1ccc(Cl)s1,-5%,-10%,5%,·,0.5%,
Cc1c(NC(=O)CN2CCN(c3ccccc3)CC2)c(=O)n(-c2ccccc2)n1C,0%,-1%,-1%,6%,0.6%,
O=C(c1ccco1)N1CCCC(c2nc3c(nnn3Cc3ccc(Cl)cc3Cl)c(=O)[nH]2)C1 (configuration not stated),-2%,9%,13%,17%,1.5%,
COCCNC(=O)c1cc2sc3ccccc3c2s1,30%,-3%,1%,?,3.3%,
# More entries:
SMILES,M. tuberculosis HTS,Salmonella PhoP GFP,H1N1 NS1A inhibition,M. tuberculosis,VEEV TC-83 Vero,others
CC(NC(=O)c1ccncc1)C(C)(C)C (configuration not stated),0%,-11%,5%,-2%,2.6%,VEEV TC-83 Vero 10K pilot screen=0.8
COc1cccc2[nH]c3ccccc3c(=O)c12,-2%,-4%,-6%,73%,i,
Cc1c(NCc2ccncc2)cccc1C(=O)O,-12%,-10%,19%,-3%,i,
c1cncc(-c2nn3c(Cn4nnc5ccccc54)nnc3s2)c1,-8%,-2%,2%,2%,i,VEEV TC-83 Vero 10K pilot screen=1.2
O=C(NCCCN1CCOCC1)c1onc(CSc2ccc(F)c(F)c2)c1C(=O)NCCCN1CCOCC1,-1%,14%,4%,-9%,0.5%,
CCC1(c2ccc(Cl)cc2)NC(=S)N(c2ccc(C)cc2)N1 (configuration not stated),40%,-5%,21%,24%,1.1%,
O=C(CN1C(=O)C2C3C=CC(C3)C2C1=O)Nc1nncs1 (configuration not stated),-9%,17%,5%,-23%,i,VEEV TC-83 Vero 10K pilot screen=0.7
O=C(Nc1ccccc1)NC(Cc1ccc(O)cc1)C(=O)O (configuration not stated),4%,4%,5%,-2%,0.2%,
COc1cccc(/C=N\n2c(C)nnc2C)c1OC,-5%,-7%,1%,0%,2.1%,VEEV TC-83 Vero 10K pilot screen=3.7
COC(=O)C1=C(c2ccc(F)cc2OCc2ccccc2)C[C@@H]2CC[C@H]1N2C(=O)NCc1ccc([N+](=O)[O-])cc1,13%,·,1%,53%,3.5%,
CC(=O)N(Cc1ccccc1)C1CC(=O)N(Cc2ccccc2)C1=O (configuration not stated),·,·,-16%,·,0.3%,
C/C(=N\O)C1/C(=N/O)CC2C1C2(C)C (configuration not stated),-11%,-1%,3%,-3%,i,
O=C(NC1CCCCCC1)C(=S)NCCc1ccccc1,9%,1%,-8%,63%,0.6%,
CCOc1ccc2[nH]c3ncccc3c(=O)c2c1,17%,-1%,3%,?,0.8%,
CCN1CCc2c(C#N)c(N3CCOCC3)nc(N3CCOCC3)c2C1,-4%,-16%,3%,4%,0.7%,
CC(C)c1nccn1S(=O)(=O)c1cc(Cl)ccc1Cl,1%,-11%,-5%,72%,1.6%,
CCOC(=O)CCC(NC(=O)CCCCCCCCC(=O)NC(CCC(=O)OCC)C(=O)OCC)C(=O)OCC (configuration not stated),-2%,-2%,-2%,-2%,1.3%,
Cc1ccc(OCC(=O)Nc2cc(S(=O)(=O)N3CCCCC3)ccc2C)c([N+](=O)[O-])n1,-7%,7%,-7%,10%,0.9%,
C=CCNc1nc(C)c(C(C)=O)cc1C#N,10%,-6%,-5%,-3%,0.4%,
COCCNC(=O)c1cc(-c2ccc(Cl)c(Cl)c2)on1,-8%,2%,-5%,-9%,7.6%,
Cc1cccc(NCc2ccccc2OCc2ccccc2F)c1,-19%,-7%,0%,46%,2.2%,
COc1cccc(C(=O)COc2cccc(NC(=O)c3ccco3)c2)c1,2%,20%,9%,40%,7.5%,
Cc1cc(OCC(=O)NNC(=O)CCc2ccccc2)ccc1Br,-5%,0%,-6%,3%,0.9%,
CCSCCNC(=O)c1cncc(Br)c1,-2%,-8%,0%,-8%,1.1%,
Cc1cccc(CS(=O)(=O)Cc2ccc(C(=O)NC3CCCCCC3)o2)c1,0%,6%,1%,17%,i,

# Grouped by structure: the compounds so far containing fluorine.
SMILES,M. tuberculosis HTS,Salmonella PhoP GFP,H1N1 NS1A inhibition,M. tuberculosis,VEEV TC-83 Vero,others
Fc1cccc(CSc2nc3ncc(Cl)cc3[nH]2)c1,1%,7%,·,75%,2.0%,
O=C(C[n+]1cccc(CNC(=O)c2ccc(OC(F)F)cc2)c1)Nc1cccc(C(F)(F)F)c1,7%,2%,6%,76%,1.0%,
CCCn1cc(CN2CCC(Cc3cccc(F)c3)(C(=O)OCC)CC2)c(C)n1,1%,1%,11%,15%,i,
O=C(c1ccc(F)cc1F)N1CCCc2ccccc21,3%,7%,-8%,0%,i,
Nn1c(SCC(=O)NC2CCCC2)nnc1-c1ccccc1F,-9%,4%,2%,-15%,0.4%,
COc1ccc(NC(=O)Nc2ccc3c(c2)C(=O)N([C@H](C)CO)C[C@H](C)[C@@H](CN(C)S(=O)(=O)c2ccc(F)cc2)O3)cc1,7%,·,17%,42%,1.1%,
O=C(NCCCN1CCOCC1)c1onc(CSc2ccc(F)c(F)c2)c1C(=O)NCCCN1CCOCC1,-1%,14%,4%,-9%,0.5%,
COC(=O)C1=C(c2ccc(F)cc2OCc2ccccc2)C[C@@H]2CC[C@H]1N2C(=O)NCc1ccc([N+](=O)[O-])cc1,13%,·,1%,53%,3.5%,
Cc1cccc(NCc2ccccc2OCc2ccccc2F)c1,-19%,-7%,0%,46%,2.2%,
